# Compound activity (PubChem)
# KCNK9 inh: blocks the human KCNK9 two-pore domain potassium channel; HEK293 KCNK9, FluxOR thallium flux fluorescence; active compounds read low; 1.2% of 310,000 active; B-score at 10 µM;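 active = ratio B-score over 3 SD below the library mean, with starting fluorescence within 5 SD of its mean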;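 note: negative B-score means less thallium flux so channel inhibition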
# GSK3A inh: inhibitors of human GSK-3 alpha kinase. inhibition, % at 10 µM. ADP-Glo luminescence, 60 min. P49840. 0.1% of 320,000 active. AID 2650;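 in the data active = inhibition above about 50%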;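 note: GST-tagged GSK-3 alpha with peptide substrate and 25 µM ATP; 0% = DMSO neutral wells and 100% = GW8510 positive control wells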
# KCNQ1 inh: blocks the human KCNQ1 potassium channel; CHO-K1 KCNQ1, FluxOR thallium flux fluorescence; active compounds read high; 1.3% of 310,000 active; B-score at 10 µM; AID 2642; P51787;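 active = compounds whose thallium flux B-score, printed positive for inhibition, exceeds three library SD while starting fluorescence stays within three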;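 note: channel opened by potassium depolarization with thallium stimulus after 20 min compound exposure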
# KCNK3 block: human KCNK3 channel inhibition, primary screen; CHO-KCNK3 thallium flux, FluxOR fluorescence; active compounds read low; B-score at 10 µM; AID 602410; 0.84% of 340,000 active; O14649;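 active = B-score under library mean minus 4 SD, starting fluorescence ratio at most library mean plus 5 SD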;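 note: more negative B-score means stronger inhibition of thallium flux through KCNK3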
# DYRK1A inh: inhibitors of rat Dyrk1A kinase; AID 504441; Q63470; ADP-Glo luminescence, NFATc1 peptide; inhibition, % at 12.5 µM; 0.43% of 310,000 active; in the data active = inhibition above about 50%;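 note: plate controls were vehicle with enzyme for no effect and no enzyme for full effect; many of its hits are not listed in these tables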
# PolyA inh: blocks polyadenylation in yeast reporter cells; calls only at 12 µM; 0.02% of 300,000 active; S. cerevisiae SKY197-pL101 polyadenylation reporter, beta-gal luminescence; efflux-impaired pdr1/pdr3 knockout yeast; score 100 = 6 SD above DMSO;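 active = lowest replicate activity score at least 50, where 100 means six control SD above control mean; inconclusive = lowest score under 50 but half or more replicates reach 50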;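 note: yeast exposed to compound for 9 h at 30 °C; higher score means more reporter readthrough which indicates perturbed polyadenylation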
# GSK3B inh: human GSK3beta kinase inhibition; P49841; GST-GSK3beta kinase, ADP-Glo luminescence, 60 min; active compounds read low; activity score (negative = inhibition), % at 10 µM; 0.038% of 300,000 active; AID 2097;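 active = more than half of replicate wells score below -50%, meaning over 50% inhibition versus plate controls; inconclusive = some replicates but at most half score below -50%; inactive = no replicate scores below -50%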;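 note: 0% = median DMSO wells and -100% = median GW8510 positive control wells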
#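 Test system: GST-fused GSK3beta enzyme, cell-free | Quantity: 1.6 ng GST-GSK3beta enzyme per well | Reagent: 25 µM ATP with peptide substrate | Schedule: 60 min enzyme reaction, room temperature | Signal: Luminescent ADP-Glo measurement of ADP formed | Read-out basis: Score relative to plate controls | Control set: DMSO and 20 µM GW8510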
# KCNQ1 pot: human KCNQ1 channel potentiation or activation; P51787; CHO-K1 KCNQ1, thallium flux FluxOR fluorescence; active compounds read high; B-score at 10 µM; 0.35% of 310,000 active;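 active = fluorescence ratio B-score, a plate-corrected score, at least three library SD, with initial intensity B-score within 5 SD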
#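 Test system: CHO-K1 cells stably expressing KCNQ1 / Medium: assay buffer / Also added: depolarizing K+/Tl+ stimulus, K2SO4 and Tl2SO4 each 12.5 mM in 5x stock / Incubation: 90 min dye loading and 20 min compound exposure, both at room temperature / Signal: thallium influx via FluxOR fluorescence, kinetic imaging / Evaluation: B score of baseline-normalized fluorescence ratio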
# hERG rescue: hERG (human) protection from proarrhythmic block | 0.51% of 310,000 active | CHO-hERG, FluxOR thallium flux, dofetilide IC70 present | activation (rescue from dofetilide block), less the hit threshold, % at 10 µM;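 active = activation above the mean of controls blocked by dofetilide plus 5 SD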;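 note: thallium influx through hERG after potassium depolarization seen as dye fluorescence rise; in these data hits start at about 4.7%; inactives centre near -7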
# Target sequence (Q12809 whole entry, looked up): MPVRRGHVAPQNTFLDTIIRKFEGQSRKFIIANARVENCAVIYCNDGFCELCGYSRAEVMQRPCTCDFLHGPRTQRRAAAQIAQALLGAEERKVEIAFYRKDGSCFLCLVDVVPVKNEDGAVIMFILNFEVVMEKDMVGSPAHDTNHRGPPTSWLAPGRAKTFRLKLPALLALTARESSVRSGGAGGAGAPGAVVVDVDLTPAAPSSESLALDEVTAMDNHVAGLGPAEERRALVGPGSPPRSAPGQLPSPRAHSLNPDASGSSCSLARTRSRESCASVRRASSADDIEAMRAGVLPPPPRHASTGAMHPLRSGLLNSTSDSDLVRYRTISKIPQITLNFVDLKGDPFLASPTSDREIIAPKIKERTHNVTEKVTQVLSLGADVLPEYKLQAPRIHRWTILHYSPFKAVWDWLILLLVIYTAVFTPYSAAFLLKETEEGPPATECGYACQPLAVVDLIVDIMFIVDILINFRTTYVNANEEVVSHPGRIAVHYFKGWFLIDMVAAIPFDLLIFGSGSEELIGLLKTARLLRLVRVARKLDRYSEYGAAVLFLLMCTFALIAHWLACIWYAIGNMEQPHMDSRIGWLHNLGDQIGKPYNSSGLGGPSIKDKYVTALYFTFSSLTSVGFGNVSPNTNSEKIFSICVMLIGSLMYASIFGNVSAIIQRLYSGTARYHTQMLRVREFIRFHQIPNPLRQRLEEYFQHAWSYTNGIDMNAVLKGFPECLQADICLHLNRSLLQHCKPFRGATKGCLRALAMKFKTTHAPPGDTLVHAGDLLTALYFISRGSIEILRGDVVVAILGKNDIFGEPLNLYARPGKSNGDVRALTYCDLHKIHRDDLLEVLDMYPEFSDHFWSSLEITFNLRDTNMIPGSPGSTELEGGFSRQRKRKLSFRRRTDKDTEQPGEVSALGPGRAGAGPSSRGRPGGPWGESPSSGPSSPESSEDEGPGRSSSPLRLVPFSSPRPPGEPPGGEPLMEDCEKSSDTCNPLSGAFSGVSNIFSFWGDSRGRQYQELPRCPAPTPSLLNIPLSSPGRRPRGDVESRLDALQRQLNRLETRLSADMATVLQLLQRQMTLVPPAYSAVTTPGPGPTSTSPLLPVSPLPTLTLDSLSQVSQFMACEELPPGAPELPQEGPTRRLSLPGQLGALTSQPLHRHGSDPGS
# RGS4 pot: potentiators or activators of RGS4. B-score at 10 µM. AID 463111. 0.92% of 310,000 active. HEK293 M3R/inducible RGS4, carbachol calcium flux Fluo4; active compounds read low;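 active = B-score of the integrated calcium signal more than 4 SD below the library mean, with starting fluorescence not abnormally high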;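 note: negative B-score means reduced calcium response which marks RGS4 activation or potentiation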
#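 Detection: kinetic calcium fluorescence imaging with Fluo4-AM dye, 2 µM / Material: HEK293 cells with stable M3R and inducible RGS4 / Schedule: recording 10 s baseline at 1 Hz, 100 s post-agonist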
# HDAC3 inh: blocks human histone deacetylase 3; O15379; inhibition, % at 8.3 µM; 0.15% of 320,000 active; recombinant HDAC3, fluorogenic peptide/trypsin coupled, fluorescence; in the data active = inhibition above about 26%, passing the limit was not always enough; inconclusive = no clear call, values can overlap the other calls
# Starred values were filed as active, the others as inactive; i = inactive; u = inconclusive; x = not tested or not shown. The list is partial; rates above refer to the full screens.
# Values in the order: KCNK9 inh	GSK3A inh	KCNQ1 inh	KCNK3 block	DYRK1A inh	PolyA inh	GSK3B inh	KCNQ1 pot	hERG rescue	RGS4 pot	HDAC3 inh
COc1ccc(-c2csc(NC(=O)C(CC(=O)O)N3CCOCC3)n2)cc1 (centres undefined)
 : i	-2	i	i	15	i	2	i	1	i	0
COc1ccc(/C=N/NC(=O)c2ccco2)cc1Cn1nc(C)c([N+](=O)[O-])c1C
 : i	-3	i	i	x	i	3	i	3	i	-1
CC1=Nc2cc(C(=O)NCCN3CCOCC3)ccc2Sc2c(C)ccc(C)c21
 : i	0	i	i	x	i	-1	i	-11	i	3
COC(=O)CNC(=O)CSc1nc2sc(-c3ccccc3)cc2c(=O)n1-c1ccccc1
 : i	3	i	i	-4	i	1	i	-1	i	4
CCN(CC)CCOC(=O)c1ccc(N/C=C(/C#N)c2nc(-c3ccc4c(c3)OCO4)cs2)cc1
 : i	9	i	i	22	i	0	i	-15	i	15
Cc1ccc(NC(=S)NCCc2ccc(F)cc2)c(C)c1
 : i	-2	i	i	0	i	0	i	-7	i	-2
CCN(Cc1cccc(F)c1)C(=O)c1ccc2ccccc2n1
 : i	-2	i	i	0	i	0	i	-13	i	1
O=C(NCCCn1ccnc1)c1nc(Cn2cc([N+](=O)[O-])cn2)no1
 : i	4	i	i	-5	i	1	i	-5	i	-1
N#Cc1nc(COc2ccc(-c3ccccc3)cc2)oc1NCc1cccnc1
 : i	1	i	i	-3	i	-4	i	-12	i	10
COc1ccc(N2CCN(C(=O)COc3ccccc3)CC2)cc1
 : i	-1	i	x	x	i	-2	i	-2	i	3
CCN(CC(=O)Nc1ccc(NC(C)=O)cc1)C(=O)c1cccc(-n2cccc2)c1
 : i	0	i	i	-2	i	-2	i	-17	i	-1
COc1ccc(-n2nc3cc(C)c(N)cc3n2)cc1Cl
 : i	2	i	i	8	i	-2	i	-7	i	-17
Cc1cc(CC(=O)O)c(C)cc1CC(=O)O
 : i	-3	i	i	3	i	1	i	-9	i	6
O=c1[nH]c(Nc2ccccc2Cl)cc2ccccc12
 : i	-2	i	i	9	i	-2	i	-7	i	-7
COc1ccc(C(=O)CC(c2ccccc2)C2CCCCC2=O)cc1 (centres undefined)
 : i	-4	i	i	-18	i	0	i	-5	i	7

# Values in the order: KCNK9 inh	GSK3A inh	KCNQ1 inh	KCNK3 block	DYRK1A inh	PolyA inh	GSK3B inh	KCNQ1 pot	hERG rescue	RGS4 pot	HDAC3 inh
COc1ccccc1NC(=O)c1ccc(-n2cncn2)nc1
 : i	2	i	i	-2	i	-3	i	-7	i	-1
COc1ccccc1NC(=O)c1ccccc1SC
 : i	-1	i	i	3	i	2	i	-4	i	-4
Cc1ccc(-c2nnc(CSc3nnc(C)s3)o2)cc1
 : i	2	i	i	-7	i	2	i	-17	i	4
O=C(Nc1nc2c(F)cc(F)cc2s1)C1CCN(C(=O)c2ccc(F)cc2)CC1
 : i	-3	i	i	18	i	3	i	-14	i	9
Cc1cc(C)cc(N2CC(O)Cn3c2nc2c3c(=O)[nH]c(=O)n2C)c1 (centres undefined)
 : i	-1	i	i	2	i	-1	i	-3	i	12
CC(=O)Nc1ccc(NC(=O)C/C(C)=N/NC(=O)COc2cc(C)c(Br)cc2Br)cc1
 : i	0	i	i	-1	i	0	i	-6	i	4
COCCN(C(=O)CSc1nnc(-c2ccccc2C)n1C)c1c(N)n(Cc2ccccc2)c(=O)[nH]c1=O
 : i	0	i	i	3	i	-1	i	3	i	-4
COc1ccc2cc3c(N)nn(C(=O)c4ccccc4Cl)c3nc2c1
 : i	10	i	i	27	i	-2	i	-6	i	-2
Cc1cc(C(=O)NNC(=O)COc2ccccc2Cl)n[nH]1
 : i	-1	i	i	-4	i	1	i	-4	i	1
COc1ccc(N(C(=O)CCl)C(C(=O)NC2CCCCC2)c2cccnc2)cc1 (centres undefined)
 : i	-1	i	i	-5	i	0	i	-11	i	-4
CCc1nnc(NS(=O)(=O)c2ccc(N/C=C\C(=O)c3ccc4ccccc4c3)cc2)s1
 : i	-6	i	i	6	i	7	i	-4	i	8
CC(=O)N1c2ccc(S(=O)(=O)N3CCC(C(=O)NCCc4ccc(Cl)cc4)CC3)cc2CC1C (centres undefined)
 : i	0	i	i	1	i	-4	i	-2	i	6
Cc1ccc(NC(=O)c2sccc2C)cc1[N+](=O)[O-]
 : i	-4	i	i	-3	i	3	i	0	i	3
COC(=O)c1cc(S(=O)(=O)N2CCN(Cc3ccccc3)CC2)c[nH]1
 : i	-3	i	i	x	i	-1	i	-8	i	4
C=CCn1c(C)cc(C(=O)COC(=O)COc2ccccc2C#N)c1C
 : i	-1	i	i	-4	i	0	i	-11	i	2

# Values in the order: KCNK9 inh	GSK3A inh	KCNQ1 inh	KCNK3 block	DYRK1A inh	PolyA inh	GSK3B inh	KCNQ1 pot	hERG rescue	RGS4 pot	HDAC3 inh
O=C(CSc1ncn[nH]1)NC1CCCc2ccccc21 (centres undefined)
 : i	0	i	i	3	i	2	i	-7	i	4
N#Cc1nc(-c2ccc(OCc3ccccc3Cl)cc2)oc1NCCCn1ccnc1
 : i	10	i	x	x	i	1	i	-6	i	-4
Cc1ccc(S(=O)(=O)CCSC(=N)N)cc1
 : i	-1	i	i	-7	i	0	i	-10	i	0
C/C(=N\NC(=S)NCc1ccccc1)c1ccc(C(C)(C)C)cc1
 : i	2	i	i	-2	i	3	i	-10	i	11
COc1ccc(NC(=O)Nc2ccc3c(c2)N(C)C(=O)CS3)cc1Cl
 : i	-1	i	i	5	i	2	i	-9	i	4
Cc1ccnc(NC2c3ccccc3C(=O)N2Cc2ccccc2Cl)c1 (centres undefined)
 : i	-1	i	i	-1	i	0	i	-3	i	-7
O=C(Nc1ccccc1N1CCCC1)C1CCN(S(=O)(=O)c2ccccc2)CC1
 : i	-3	i	i	16	i	3	i	-12	i	7
CCN(CC)c1ccc(/C=N/NC(=O)OC)c(O)c1
 : i	-6	i	i	-11	i	1	i	-5	i	5
CCC(C)NCCCOc1cc(Cl)ccc1Cl (centres undefined)
 : i	0	i	i	-3	i	-1	i	-8	i	-1
CCN1C(=O)c2ccccc2S(=O)(=O)c2ccc(C(=O)NCc3cccnc3)cc21
 : i	0	i	i	2	i	0	i	-8	i	-5
CCOC(=O)C1CCN(C(=O)c2ccc(OCC)c(OCC)c2)CC1
 : i	-1	i	i	-3	i	0	i	-10	i	5
N/C(CC(=O)Nc1ccc(F)cc1F)=N\OC(=O)c1cccs1
 : i	-3	i	i	2	i	0	i	-6	i	-6
O=C(c1ccco1)N1CCN(C(=O)c2snc3ccc(Cl)cc23)CC1
 : i	2	i	i	4	i	-3	i	-5	i	4
O=C(c1ccccc1)N1CCN(C(=O)c2nn3c(C(F)(F)F)cc(-c4ccco4)nc3c2Br)CC1
 : i	3	i	i	4	i	1	i	-5	i	6
CN(C)CCCNc1ccc(S(N)(=O)=O)cc1[N+](=O)[O-]
 : i	-2	i	i	-6	i	2	i	-8	i	2

# Values in the order: KCNK9 inh	GSK3A inh	KCNQ1 inh	KCNK3 block	DYRK1A inh	PolyA inh	GSK3B inh	KCNQ1 pot	hERG rescue	RGS4 pot	HDAC3 inh
Cc1cc(C(=O)N/N=C/c2cccnc2)n[nH]1
 : i	2	i	i	0	i	1	i	-8	i	1
O=C(CCCn1c(SCc2cc(=O)n3ccccc3n2)nc2ccccc2c1=O)NCC1CCCO1 (centres undefined)
 : i	-4	i	i	12	i	0	i	-8	i	-7
NC(=O)c1nsc(C(=O)N(Cc2cccnc2)C(C(=O)NCc2ccc(F)cc2)c2ccc(F)cc2)c1N (centres undefined)
 : i	-4	i	i	-6	i	0	i	-8	i	5
COc1ccc(C(=O)C2CCCN(C3Cc4ccccc4C3)C2)c(OC)c1 (centres undefined)
 : i	0	i	i	-3	i	4	i	-9	i	4
CC(=O)Cc1nsc(NC(=O)c2ccc(Br)o2)n1
 : i	1	i	i	4	i	-1	i	-2	i	4
CN(C(=O)COc1nnc(-c2cccs2)c(-c2cccs2)n1)c1ccccc1
 : i	0	i	i	4	i	0	i	-20	i	1
COc1ccc(Cc2nnc(NC(=O)CSc3ccc(C)cc3)s2)cc1
 : i	-1	i	i	-3	i	2	i	-4	i	-13
CC(=O)C1=C(O)C(=O)N(c2cccnc2)C1c1cccc([N+](=O)[O-])c1 (centres undefined)
 : i	-6	i	i	0	i	2	i	-7	i	2
CCC(=O)Nc1cc(NC(=O)CSc2ncc(-c3ccc(F)cc3)n2Cc2ccco2)ccc1C
 : i	-2	i	i	4	i	2	i	-8	i	-1
CN(C(=O)CSc1nc2cc(C(=O)O)ccc2c(=O)n1Cc1ccccc1)C1CCS(=O)(=O)C1 (centres undefined)
 : i	-1	i	i	28	i	0	i	-4	i	1
OCCNC(=S)NC1CCCCC1
 : i	0	i	i	0	i	2	i	-9	i	-2
COc1ccccc1NC(=O)N1CCCC(CNC(=O)c2ccccc2Cl)C1 (centres undefined)
 : i	0	i	i	-5	i	-4	i	-2	i	-3
CCOC(=O)c1ccc2[nH]c(C)cc(=O)c2c1
 : i	-3	i	i	2	i	2	i	-4	i	-10
COc1ccc(CCNC(=O)CSc2nnc(CNC(=O)c3cccs3)o2)cc1OC
 : i	-5	i	i	-6	i	3	i	-10	i	1
S=C(Nc1ccc(Nc2ccccc2)cc1)NC1CCCCCC1
 : i	3	i	i	-5	i	2	i	-2	i	8

# Values in the order: KCNK9 inh	GSK3A inh	KCNQ1 inh	KCNK3 block	DYRK1A inh	PolyA inh	GSK3B inh	KCNQ1 pot	hERG rescue	RGS4 pot	HDAC3 inh
NC1=NC(=O)/C(=C\c2cccnc2)S1
 : i	4	i	i	28	i	3	i	-3	i	u
COc1ccc(CNC(=O)C2CCCN(S(=O)(=O)c3cc(C)ccc3OC)C2)cc1 (centres undefined)
 : i	4	i	i	-4	i	3	i	-14	i	0
CN1CCN(C(=S)c2ccc(-c3cccc([N+](=O)[O-])c3)o2)CC1
 : i	-13	i	i	x	i	0	i	-4	i	1
CCN(C(C)=O)N(CC)c1nc(Cl)nc(NC(C)C)n1
 : i	1	i	i	2	i	1	i	-5	i	1
O=C(Nc1cccc(F)c1)N1CCCCCC1
 : i	5	i	i	-4	i	4	i	0	i	4
Cc1cccc(NC(=O)C2CCCN(c3cnccn3)C2)c1 (centres undefined)
 : i	x	i	i	0	i	2	i	-7	i	x
CN1CCN(c2ccccc2NC(=O)COc2ccc(Cl)cc2)CC1
 : i	-2	i	i	-3	i	2	i	-10	i	4
